# Screening data: PubChem, several laboratories
# p-CIP stab down: p/CIP protein destabilization | F442A p/CIP-EGFP cells, EGFP fluorescence, 16 h | Q05BA5 | 290,000 compounds, 0.01% hits | decrease of EGFP signal, % at 10 µM;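 active means EGFP signal decrease of at least 30% at 10 µM or well 3 SD below plate mean, unless failing retest; inactive means the rest, including hits failing retest or dose response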; further: some compounds called inactive have numbers as strong as hits; many of its hits are not listed in these tables
# IDE inh: inhibits human insulin-degrading enzyme in HEK cells; P14735; FAbetaB cleavage, fluorescence polarization; inhibition, % at 5.59 µM; 320,000 compounds, 0.41% hits; AID 434962;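 active means percent inhibition above the average of all tested compounds plus 3 SD, set per screening campaign, cut at about 16% in these data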;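 further: IDE supplied by intact live HEK cells; FP after avidin binding of uncleaved biotin substrate so inhibition keeps polarization high; 0% = DMSO wells and 100% = 60 µM reference IDE inhibitor Ii1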
# UBC9 SUMO inh: SUMOylation inhibition; AID 2006; 290,000 compounds, 0.36% hits; HTRF SUMOylation assay, SAE1/SAE2 + UBC9, in vitro; inhibition, % at 35 µM; in the data active means inhibition above about 50%, passing the limit was not always enough; further: strong numbers were not always called active
# Target sequence (P63279 whole entry, looked up): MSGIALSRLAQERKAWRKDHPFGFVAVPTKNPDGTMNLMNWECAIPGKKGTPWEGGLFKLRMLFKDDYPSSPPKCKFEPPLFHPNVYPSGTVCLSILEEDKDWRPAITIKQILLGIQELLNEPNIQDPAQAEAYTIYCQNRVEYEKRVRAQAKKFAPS
# IMP-1 inhibitor: blocks Pseudomonas aeruginosa IMP-1 metallo-beta-lactamase; purified IMP-1, nitrocefin hydrolysis, epi-absorbance fluorescence; inhibition, % at 5.6 µM; 290,000 compounds, 0.45% hits;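 active means inhibition above the mean plus 3 SD of all compounds in the same screening run, cut at about 4.5% in these data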;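 further: 0% = IMP-1 with DMSO and 100% = DMSO wells lacking enzyme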
#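 Test system: recombinant IMP-1 enzyme, purified / Medium: HEPES buffer pH 7.1 with ZnSO4 and Brij 35 / Doses: single dose, 5.6 µM / Times: 25 °C, 15 min preincubation, 25 min reaction / Detection: Epi-absorbance via hydrolysed-nitrocefin quenching of white-plate fluorescence, 480/530 nm, EDTA stop / Evaluation: percent inhibition from optical density relative to buffer-blank wells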
# VIM-2 inh: inhibitors of Pseudomonas aeruginosa VIM-2 metallo-beta-lactamase | purified VIM-2, nitrocefin hydrolysis, epi-absorbance fluorescence | inhibition, % at 5.6 µM | 290,000 compounds, 0.89% hits;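 active means inhibition above the mean of all tested compounds plus 3 SD, cutoff set per screening run, cut at about 7.5% in these data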;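 further: red hydrolysis product quenches plate fluorescence so inhibitors raise well fluorescence; 0% = enzyme with DMSO and 100% = DMSO without enzyme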
# M18AAP inhibitor: blocks P. falciparum M18 aspartyl aminopeptidase; recombinant PfM18AAP, H-Glu-NHMec fluorogenic cleavage; inhibition, % at 7.35 µM; 290,000 compounds, 1.2% hits; AID 1822;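 active means inhibition above the campaign mean inhibition over all tested compounds plus 3 SD, cut at about 28% in these data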;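 further: 0% = plate median of test compound wells and 100% = 2 mM ZnCl2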
# IDE act: boosts human insulin-degrading enzyme activity in HEK cells; 340,000 compounds, 0.073% hits; FAbeta-B cleavage, fluorescence polarization; 0% vehicle, 100% cell-free pure enzyme wells; activation, % at 5.96 µM; P14735;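 active means activation above the mean of all tested compounds plus 3 SD, set per screening campaign, cut at about 17% in these data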
# HCV NS3 hel inh: HCV NS3 helicase inhibition. 290,000 compounds, 0.56% hits. inhibition, % at 10.9 µM. NS3 helicase DNA unwinding, Cy5 molecular beacon fluorescence;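 active means inhibition above the mean of all tested compounds plus 3 SD, set per campaign, cut at about 35% in these data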;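 further: 0% = DMSO wells and 100% = thioflavine S control wells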
#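 assay system = NS3 helicase fragment of HCV | buffer or medium = MOPS pH 6.5, MgCl2, DTT, Tween20, BSA | timing = 60 min unwinding reaction at 25 °C after ATP addition | signal = Cy5 beacon fluorescence read at start and 1 h | read-out basis = % inhibition of unwinding | control set = low DMSO, high thioflavine S at 110 µM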
# FID counter: fluorescent intercalator displacement, NS3 helicase counter-screen. DNA fluorescent intercalator displacement, fluorescence. inhibition, % at 7.9 µM. 290,000 compounds, 0.17% hits. AID 1845; in the data active means inhibition above about 37%;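 further: 0% = vehicle and 100% = reference compound; higher means more ethidium bromide displaced from hairpin DNA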
# Active calls of the source: *; x = no result given. Compounds as they come; 3.6% or so of the library scored in one or more.
SMILES,p-CIP stab down,IDE inh,UBC9 SUMO inh,IMP-1 inhibitor,VIM-2 inh,M18AAP inhibitor,IDE act,HCV NS3 hel inh,FID counter
O=C(Nc1ccccc1Br)c1cc(=O)c2ccccc2o1,-8,2,-2,-3.1,0.2,-1,0,10,-18
CCN(c1ccccc1)S(=O)(=O)c1cc(C(=O)OC(C)C(=O)Nc2ccc3c(c2)OCCO3)ccc1C (stereo unspecified),1,1,19,-0.8,1.0,0,3,-9,-12
CN1CCc2c(sc3c2C(=O)NC(c2ccco2)N3)C1 (stereo unspecified),-18,-1,19,3.0,0.0,4,1,-8,8
COc1cccc(N=C(N)N)c1,5,0,0,-1.7,-1.2,1,4,0,-6
O=C(Nc1ccc(F)cc1)C1C(c2ccccc2)C1(Cl)Cl (stereo unspecified),-8,0,-4,-2.1,0.5,-5,0,-8,4
Cc1ccc(-c2n[nH]c(=O)c3ccccc23)cc1S(=O)(=O)NC(C)(C)C,30,4,-7,-2.6,-2.4,1,-7,9,-9
S=c1[nH]nc(-c2ccc3ccccc3n2)n1-c1cc(Cl)cc(Cl)c1,-2,-2,0,-0.6,-2.5,-12,-5,12,-11
O=C(CNS(=O)(=O)c1ccccc1)OCc1cccc([N+](=O)[O-])c1,-6,5,22,-2.9,-3.4,1,-1,0,0
Cc1cc(C(=O)NCc2ccc3c(c2)OCO3)n(-c2ccccc2)n1,-8,3,20,-3.6,-4.0,-9,3,5,-5
CCN(CC)c1ccc(/C=N/NC(=O)c2cccc(S(=O)(=O)N3CCOCC3)c2)cc1,-10,7,12,-2.9,-4.1,4,-2,-7,-14
Cc1ccc(OCC(=O)N2N=C(c3cccnc3)CC2(O)C(F)(F)F)cc1C (stereo unspecified),-5,3,0,-3.2,-3.5,2,1,-5,-18
CN(C)CCNC(=O)Cc1ncc(C(F)(F)F)cc1Cl,-3,0,17,-4.5,-1.4,-4,2,1,7
Cc1cc(=O)[nH]c(SCc2cccc3ccccc23)n1,0,8,-2,-1.9,-0.4,0,-3,-5,-15
Cc1oc(-c2ccccc2F)nc1CS(=O)(=O)CC(=O)NCc1ccco1,0,1,3,-3.5,-4.0,-7,3,11,-15
O=C(CC(=O)Nc1cccc(Cl)c1)N/N=C\c1ccccc1,-17,2,-15,-4.2,-2.8,-1,6,17,-2
CCN(CC)S(=O)(=O)c1ccc2oc(SCc3ccc(F)cc3)nc2c1,-16,-3,-23,-2.9,-3.4,0,-1,-3,-14
COc1ccc(NS(=O)(=O)c2ccc(N3CCCC3)c(NC(=S)Nc3cccc(S(=O)(=O)N(C)C)c3)c2)cc1,-6,1,7,-0.5,-0.8,22,x,-2,-3
O=C(O)c1ccccc1C(=O)Nc1ccc(Oc2ccc3ccccc3c2)cc1,-16,3,-5,0.3,-0.7,-6,-4,-23,4
Cn1c(N)c(C(=O)COC(=O)CCC(=O)c2cccs2)c(=O)n(C)c1=O,-2,0,6,-2.0,2.1,1,-3,-1,-4
CN(c1ccccc1)S(=O)(=O)c1nnc(NC(=O)COc2ccccc2F)s1,1,4,7,-3.6,-9.3,8,10,1,-34
O=C(CN1CCC(c2nc3ccccc3[nH]2)CC1)NCc1ccc2c(c1)OCO2,-6,-2,24,-2.8,-1.9,3,8,-13,9
Cc1ccc(NC(=O)[C@H](Cc2c[nH]c3ccccc23)NC(=O)[C@@H]2Cc3ccccc3CN2)c(C)c1,-11,-2,9,-2.2,-1.4,-6,-1,-97,11
Cc1cc(C)n(-c2ccc(Cl)c(Cl)c2)n1,0,-5,2,-2.0,-6.0,-2,3,2,4
O=C(c1cc(-c2cccc(Cl)c2)nc2ccccc12)N1CCCC1,-8,3,12,-4.7,-2.8,3,7,-4,-36
Cc1ccc(S(=O)(=O)NCC2CCCO2)cc1[N+](=O)[O-] (stereo unspecified),-3,3,2,-3.9,-2.7,0,2,0,0
COc1ccc(CCN2C(=O)C(O)=C(C(=O)c3ccco3)C2c2cccs2)cc1OC (stereo unspecified),-12,1,26,0.4,1.9,5,3,9,-42
O=C(Nc1ccnn1C1CCN(Cc2ccc(CO)o2)CC1)c1ccccc1Cl,0,-1,5,-1.5,-1.9,-2,5,-7,-3
CC(=O)Nc1ccc(C2=NNC(=NCC3CCCO3)SC2)cc1 (stereo unspecified),-13,0,1,-7.0,-3.7,15,0,10,2
O=C(NCc1ccco1)c1sc2cc(F)ccc2c1Cl,-22,-2,12,-3.2,-1.0,1,3,-6,-7
Cc1ccc(S(=O)(=O)N(CC(=O)NCc2ccco2)c2ccccc2C)cc1,12,2,-10,-1.1,-2.3,0,3,-1,-28
Cc1cnc(C(=O)NCc2ccc(Cl)cc2Cl)cn1,-11,2,-2,-4.7,-1.6,3,-2,2,-7
CC(C)Cn1cc(C(=O)NCC2CCCO2)c2c3ccccc3n(C)c2c1=O (stereo unspecified),-18,3,28,1.8,-1.2,-1,8,-1,-10
Clc1ccc2c(N3CCOCC3)ccnc2c1,5,11,10,-1.2,0.4,-1,-15,2,-5
CCC1(CC)NC(=O)N(CC(=O)OCC(=O)Nc2sccc2C#N)C1=O,-4,6,14,-2.5,-3.7,1,-3,-15,-2
CCOc1ccc(CC(C(N)=O)C(N)=O)cc1,-47,-8,19,-1.6,-2.9,0,5,10,3
CN(CCC#N)C(=O)COC(=O)c1ccc2[nH]c3c(c2c1)CCCC3,23,0,9,-4.1,0.8,1,x,4,-17
CCCN(Cc1ccccc1)S(=O)(=O)c1ccc(N2C(=O)CCC2=O)cc1,4,4,-2,-3.3,-1.3,-1,-6,6,-22
CCC(C)C(NC(=O)C(C)NC(=O)CNC(=O)CNC(=O)OCc1ccccc1)C(=O)OC (stereo unspecified),-9,0,-5,-4.1,0.4,4,-1,-1,-14
CCOc1ccc(N2C(=O)CC(NCC3CCCO3)C2=O)cc1 (stereo unspecified),-1,3,-1,0.1,1.1,-1,4,1,-3
O=C(COc1ccc(-n2cnnn2)cc1)Nc1ccccc1Cl,-11,-5,-2,2.1,0.3,-3,5,16,-6
CCOC(=O)C1CCN(C(=O)Cn2nc(C)n3c(cc4cc(C)ccc43)c2=O)CC1,-10,7,5,-1.8,1.1,0,5,2,-44
Cc1cc(C(=O)OCC(=O)NCc2cccs2)c2ccccc2n1,-2,4,7,-3.1,-4.2,8,5,5,-7
Cc1cc(C)cc(N(C(C)C(=O)N2CCCC2)S(C)(=O)=O)c1 (stereo unspecified),-7,2,4,-5.6,-2.5,-2,-3,-5,-6
COc1ccc(OCC(=O)NNC(=O)c2nn(C)c(=O)c3ccccc23)cc1,5,2,-6,-1.0,0.2,6,0,0,-7
CCc1ccc(NC(=O)C2CCN(S(=O)(=O)c3cnc[nH]3)CC2)cc1,6,-3,9,12*,0.3,-4,3,-12,-3
Cc1ccc(C2CC(c3ccc(NS(C)(=O)=O)cc3)=NN2C(=O)c2ccco2)cc1 (stereo unspecified),-11,1,5,-3.6,-2.8,5,-5,-6,-20
COc1ccc(C(=O)N(C)Cc2ccc(C)o2)cc1OC1CCN(C(C)C)CC1,-1,6,-3,-3.4,-1.5,-6,-6,1,2
CCOc1ccccc1Oc1c(C)oc2c(CN3CCN(CCO)CC3)c(O)ccc2c1=O,-9,0,44,-0.5,-0.8,-6,2,2,4
CNC(=O)N(O)C1N(/N=C/c2cc(Br)ccc2O)C(=S)SC1(C)C (stereo unspecified),7,-1,-8,-1.2,-2.1,6,0,8,-4
CCSc1ccc(NC(=O)c2cccnc2)cc1,3,1,13,-0.7,-1.3,1,2,-2,-3
COc1ccc(NC(=O)c2cncc(Br)c2)cc1S(N)(=O)=O,-1,-5,9,-2.6,0.6,3,-2,6,3
Cc1ccccc1NC(=O)c1cccc(Cn2cc(Br)c([N+](=O)[O-])n2)c1,-12,0,-4,-2.9,-3.1,-4,0,-6,-2
COc1cc(CNCc2ccc(Br)cc2)cc(OC)c1,9,8,-4,-4.3,-0.7,-8,7,-20,8
CC1Oc2ccccc2OC1(O)c1ccccn1 (stereo unspecified),0,-1,-6,-2.5,0.9,-4,-4,8,-6
O=C1CC(SC(=Nc2ccccc2)Nc2ccccc2)C(=O)N1c1ccc(Cl)c(Cl)c1 (stereo unspecified),4,-3,-19,-3.2,-3.6,4,1,9,6
OCCN(/C=N/c1nc(-c2ccc(Br)cc2)cs1)CCO,6,-3,25,1.5,-3.9,-5,1,-5,0
O=C(NCc1ccccn1)c1ccc(/C=N/O)nc1,-7,-1,20,-0.7,-2.8,1,2,1,-1
Cn1nnc(NC(=O)/C=C/c2ccco2)n1,-7,4,20,-3.4,-1.6,0,x,1,0
Cc1c(/C=N/NC(=O)c2ccc(O)cc2)c2ccccn2c1C(=O)c1ccc(F)cc1,-3,2,12,0.3,1.4,-6,0,12,-6
O=C(Cn1nc(-c2cccc(Cl)c2)ccc1=O)Nc1ccc(C(=O)NC2CC2)cc1,2,4,4,-0.7,-4.4,2,-2,-5,-30

# Given tab-delimited: entries from further up
smiles	p-CIP stab down	IDE inh	UBC9 SUMO inh	IMP-1 inhibitor	VIM-2 inh	M18AAP inhibitor	IDE act	HCV NS3 hel inh	FID counter
O=C(COc1ccc(-n2cnnn2)cc1)Nc1ccccc1Cl	-11	-5	-2	2.1	0.3	-3	5	16	-6
Cc1ccc(C2CC(c3ccc(NS(C)(=O)=O)cc3)=NN2C(=O)c2ccco2)cc1 (stereo unspecified)	-11	1	5	-3.6	-2.8	5	-5	-6	-20
Cc1cc(C)n(-c2ccc(Cl)c(Cl)c2)n1	0	-5	2	-2.0	-6.0	-2	3	2	4
Cc1oc(-c2ccccc2F)nc1CS(=O)(=O)CC(=O)NCc1ccco1	0	1	3	-3.5	-4.0	-7	3	11	-15

# (list continues)
SMILES,p-CIP stab down,IDE inh,UBC9 SUMO inh,IMP-1 inhibitor,VIM-2 inh,M18AAP inhibitor,IDE act,HCV NS3 hel inh,FID counter
O=C(O)CCC(=O)Nc1nc2ccccc2s1,4,2,10,-1.6,-2.8,9,5,3,3
COc1cccc(/C=C/C(=O)OCC(=O)Nc2ccc(Cl)c(S(=O)(=O)N(C)C)c2)c1,-2,0,14,0.0,-0.2,-8,-6,-3,-14
Cc1cc(C)cc(NC(=O)Nc2ccc(NC(=O)c3ccccc3O)cc2)c1,6,-10,22,-1.1,-1.5,-4,1,-12,-4
Cc1ccccc1C=Nc1ccccc1C(N)=O,-1,5,21,-0.3,0.9,-9,4,4,-4
Cc1c(C(=O)Oc2ccc(F)cc2)sc2ncn(Cc3cccc(F)c3)c(=O)c12,5,4,11,-0.6,-1.7,-5,3,3,-1
NNc1nc(-c2ccccc2)c2ccccc2n1,-5,6,25,-2.5,1.3,24,-3,-2,-20
COCc1nc2ccccc2n1Cc1ccccc1,0,3,4,-6.3,-4.6,-4,1,9,-9
CCOC(=O)CNC(=S)N(Cc1cccs1)C1CCCCC1,-14,1,8,-3.6,-3.9,2,5,4,-18
